# Screening data as filed in PubChem BioAssay.
# ADAM17 inh = inhibitors of human ADAM17 | recombinant ADAM17, EDANS/DABCYL FRET peptide cleavage | inhibition, % at 6.95 µM | 0.83% of 370,000 active | AID 720648;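 active means inhibition above the mean of compounds lying between control limits plus 3 SD, set per campaign, cut at about 8.5% in these data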;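 further: 0% = DMSO-only wells as the low control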
# Target sequence (P78536 215-824 limits assumed): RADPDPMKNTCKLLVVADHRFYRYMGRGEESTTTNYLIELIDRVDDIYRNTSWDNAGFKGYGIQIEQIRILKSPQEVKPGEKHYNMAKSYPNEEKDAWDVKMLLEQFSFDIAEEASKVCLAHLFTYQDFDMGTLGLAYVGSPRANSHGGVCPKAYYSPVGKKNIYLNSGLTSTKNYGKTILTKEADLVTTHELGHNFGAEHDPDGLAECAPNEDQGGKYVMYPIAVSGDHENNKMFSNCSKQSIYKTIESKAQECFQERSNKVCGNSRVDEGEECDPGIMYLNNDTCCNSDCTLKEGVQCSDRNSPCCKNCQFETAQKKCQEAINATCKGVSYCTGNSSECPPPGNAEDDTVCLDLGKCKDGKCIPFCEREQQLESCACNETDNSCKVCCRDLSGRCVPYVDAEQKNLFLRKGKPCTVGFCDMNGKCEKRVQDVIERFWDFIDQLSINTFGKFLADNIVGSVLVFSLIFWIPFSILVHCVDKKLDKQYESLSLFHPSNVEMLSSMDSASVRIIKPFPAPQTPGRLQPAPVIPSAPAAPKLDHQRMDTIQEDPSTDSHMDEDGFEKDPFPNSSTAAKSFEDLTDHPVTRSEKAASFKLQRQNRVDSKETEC
# hcDAF-12 act = activators of H. contortus DAF-12 nuclear receptor. 1.4% of 370,000 active. HEK293 hcDAF-12 lit1-tk-luc reporter, luminescence; 0% DMSO, 100% Δ7-dafachronic acid. activation, % at 6.8 µM;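 active means activation above the mean of all tested compounds plus 3 SD, cut at about 5.5% in these data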;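 further: 100% = response to 3 µM Δ7-dafachronic acid high control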
# NPR1 activator = GC-A (human) enzyme activation. P16066. HEK293 GC-A cells, cGMP TR-FRET, EC30 ANP; 0% at EC30 ANP, 100% saturating ANP. activation, % at 10 µM. 0.14% of 370,000 active. AID 1671463; in the data active means activation above about 40%
# hgDAF-12 ag = hgDAF-12 agonism, primary luciferase screen | HEK293 GAL4-hgDAF12 UAS-luciferase reporter, agonist luminescence; normalized to butyrate control | activation, % at 6.8 µM | 1.8% of 370,000 active | AID 687014;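 active means activation above a cutoff set at the mean of all screened compounds plus 3 SD, cut at about 10% in these data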;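 further: 0% = DMSO wells and 100% = sodium butyrate wells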
# ssDAF12 agonist = activators of S. stercoralis DAF-12 nuclear receptor; activation, % at 6.8 µM; 1% of 370,000 active; AID 652126; HEK293 ssDAF-12/GRIP1 lit1-tk-luc reporter, luminescence; % of 3 µM dafachronic acid response;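 active means activation above the mean over all tested compounds plus 3 SD, cut at about 0.9% in these data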;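 further: 0% = DMSO-only wells and 100% = 3 µM delta7-dafachronic acid wells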
# ADAM10 inh = ADAM10 inhibition, QFRET primary screen; O14672; recombinant ADAM10, EDANS/DABCYL FRET peptide cleavage, 3 h; inhibition, % at 7 µM; 0.62% of 370,000 active; AID 720582;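 active means inhibition above a per-campaign cutoff equal to the mean of compounds falling between control-based bounds plus 3 SD, cut at about 20% in these data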;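 further: 0% = DMSO wells while the 100% control is not disclosed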
# DAX1 inh-1 = blocks DAX1 repression of SF-1 activated StAR promoter; HEK293T StAR-luciferase reporter, SF-1/DAX-1 repression relief; inhibition, % at 6.8 µM; AID 652010; 1.1% of 370,000 active;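 active means inhibition above the mean over all tested compounds plus 3 SD, cut at about 3.6% in these data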;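 further: 0% = DAX-1 cells with DMSO and 100% = cells lacking DAX-1 with DMSO; higher inhibition means more luminescence from relief of DAX-1 repression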
# SMARCA2 act = activators of SMARCA2 function. MG213 cells, MMTV-luciferase reporter, dexamethasone, overnight. activation, % at 9.1 µM. 1% of 370,000 active; in the data active means activation above about 7.8%;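 further: 0% = vehicle wells and 100% = reference activator wells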
# PG9 Ab binder = PG9 antibody binding by small molecule | 0.43% of 360,000 active | TR-FRET gp120-PG9 antibody binding | AID 624416 | inhibition, % at 6.7 µM; in the data active means inhibition above about 8.5%
# FXN GAA850 act = frataxin GAA850 promoter activation | HEK293 lucGAA850 FXN promoter luciferase reporter, 24 h; percent of 10 µM SAHA response | 0.56% of 360,000 active | activation, % at 6 µM;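 active means activation above the average of all compounds screened plus 3 SD, cutoff fixed separately per campaign, cut at about 7.5% in these data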;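 further: 0% = DMSO wells and 100% = 10 µM SAHA wells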
# DAX1 inh-2 = inhibits human nuclear receptor DAX1; HEK293 Gal4-DAX1 luciferase reporter, luminescence; inhibition, % at 6.75 µM; 0.99% of 340,000 active; AID 504766;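 active means inhibition above the mean over all tested compounds plus 3 SD, cut at about 4.2% in these data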;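 further: 0% = DAX1-transfected cells with DMSO and 100% = empty-vector control cells with DMSO; inhibition shows as a rise in luminescence from relieved DAX1 repression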
# Target sequence (P51843 207-470 limits assumed): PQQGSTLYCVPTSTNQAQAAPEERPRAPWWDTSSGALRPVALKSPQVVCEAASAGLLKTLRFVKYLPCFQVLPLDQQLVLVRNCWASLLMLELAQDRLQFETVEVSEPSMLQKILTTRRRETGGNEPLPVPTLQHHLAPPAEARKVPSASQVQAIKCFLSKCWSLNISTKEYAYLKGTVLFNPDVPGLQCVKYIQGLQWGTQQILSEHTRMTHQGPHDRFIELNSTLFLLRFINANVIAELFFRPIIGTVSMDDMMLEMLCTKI
# * marks the source's active call; other numbers are inactive results; . = not tested or not shown. Outcome played no part in choosing rows; overall some 6.8% were active at least once.
structure,NPR1 activator,SMARCA2 act,ADAM10 inh,DAX1 inh-2,PG9 Ab binder,hcDAF-12 act,ssDAF12 agonist,ADAM17 inh,FXN GAA850 act,DAX1 inh-1,hgDAF-12 ag
CN(C)S(=O)(=O)N1CCC(Oc2cccc(C(=O)NCCC3=CCCCC3)c2)CC1,5,-4,-8,-2.2,-0.5,-4.8,-2.1,-1,-3.9,-10,-9.6
O=C(CCC(=O)c1cccs1)NC1CCCCCC1,1,-4,-10,-0.9,0.8,0.8,-1.6,-4,2.2,0.1,-0.9
O=C(NCCc1nc2ccccc2[nH]1)c1ccc([N+](=O)[O-])cc1,1,-1,1,-1.9,-0.2,-3.2,-1.2,-4,-1.3,-0.2,-1.8
Clc1cccc(CSc2ccc(-c3cccnc3)nn2)c1,4,7,-6,-2.6,1.2,-1.8,-1.4,-5,1.2,-0.9,2.9
CN(C)S(=O)(=O)c1cccc(NC(=O)CSc2nncn2C)c1,2,-2,3,0.1,-0.1,-0.5,-1.0,0,0.0,0.0,-4.3
CC(C)CCNC(=O)c1ccc2c(c1)N(Cc1ccccc1)C(=O)CS2=O (configuration not stated),-2,-1,-8,0.3,-2.8,-0.4,-1.0,0,-0.4,-0.3,-1.6
Cc1cccc(NC(=O)C2CCN(S(=O)(=O)c3c(C)c(C)cc(C)c3C)CC2)n1,-2,-2,6,-2.0,2.7,-3.2,-1.9,0,-1.6,-3.2,-3.1
COC(=O)c1ccccc1NC(=O)N1CSC[C@H]1C(=O)OC,1,1,0,-1.0,-1.5,1.2,-1.1,-3,0.1,-0.4,-2.4

# Rewritten with two lines to a compound: 5 of the compounds above.
# Order of values: NPR1 activator, SMARCA2 act, ADAM10 inh, DAX1 inh-2, PG9 Ab binder, hcDAF-12 act, ssDAF12 agonist, ADAM17 inh, FXN GAA850 act, DAX1 inh-1, hgDAF-12 ag
CC(C)CCNC(=O)c1ccc2c(c1)N(Cc1ccccc1)C(=O)CS2=O (configuration not stated)
    -2, -1, -8, 0.3, -2.8, -0.4, -1.0, 0, -0.4, -0.3, -1.6
O=C(CCC(=O)c1cccs1)NC1CCCCCC1
    1, -4, -10, -0.9, 0.8, 0.8, -1.6, -4, 2.2, 0.1, -0.9
COC(=O)c1ccccc1NC(=O)N1CSC[C@H]1C(=O)OC
    1, 1, 0, -1.0, -1.5, 1.2, -1.1, -3, 0.1, -0.4, -2.4
O=C(NCCc1nc2ccccc2[nH]1)c1ccc([N+](=O)[O-])cc1
    1, -1, 1, -1.9, -0.2, -3.2, -1.2, -4, -1.3, -0.2, -1.8
CN(C)S(=O)(=O)N1CCC(Oc2cccc(C(=O)NCCC3=CCCCC3)c2)CC1
    5, -4, -8, -2.2, -0.5, -4.8, -2.1, -1, -3.9, -10, -9.6

# Next results:
structure,NPR1 activator,SMARCA2 act,ADAM10 inh,DAX1 inh-2,PG9 Ab binder,hcDAF-12 act,ssDAF12 agonist,ADAM17 inh,FXN GAA850 act,DAX1 inh-1,hgDAF-12 ag
COc1ccc(Cn2c(C)c(CC(=O)Nc3ccc(Oc4cccnc4)c(C)c3)c3ccccc32)cc1,0,-2,-2,.,0.4,1.3,-0.3,2,.,-1.0,1.1
CC(=O)Nc1cc(C(C)C)c(O)c(C(C)C)c1,-2,0,3,0.8,0.4,-0.4,-0.9,0,0.7,0.0,-0.2
Cc1nc2sc(C(c3cccs3)N3CCC4(CC3)OCCO4)c(O)n2n1 (configuration not stated),2,-4,-3,1.6,0.6,0.5,-0.7,-1,0.0,0.1,-0.5
COc1ccccc1CCC(=O)NCCCn1ccc2ccccc21,-3,-1,1,0.3,-0.1,2.7,-0.2,1,1.5,-0.1,-0.8
OCC1(Cc2ccccc2)CCN(Cc2cnc(-c3cccc4ccccc34)nc2)CC1,-7,-2,-13,2.2,-1.6,-1.5,-1.8,-4,-0.6,-0.3,0.1
Cc1cc(-c2nn(-c3ccccc3F)cc2CN(C)CC(O)CO)c(C)s1 (configuration not stated),-1,-2,6,0.0,0.1,0.0,-0.8,-2,0.2,-0.6,1.0
Cc1cc(F)ccc1S(=O)(=O)N1CCCOC1CNC(=O)C(=O)NCCc1ccccc1 (configuration not stated),-1,0,-5,0.2,-3.1,-2.6,-1.3,-1,-2.4,-0.9,-0.5
CCOC(=O)c1[nH]ncc1CN1CCCC(C(=O)c2ccc(C(C)(C)C)cc2)C1 (configuration not stated),0,1,-5,-0.6,0.8,-1.6,-0.8,1,-0.2,0.7,-0.7
CC1(C)CC(=O)c2cc(NC(=O)c3ccccc3)c(=O)oc2C1,3,-1,5,-1.1,-0.5,-1.3,-1.0,-1,-0.2,1.1,3.0
C/C(=N\NC(=O)COc1ccc(C(C)(C)C)cc1)c1ccc2c(c1)OCCO2,-4,0,-8,-1.6,-0.6,-2.3,-1.6,2,2.2,-0.1,-1.7
C/C(=N/NC(=O)CNC(=O)c1cccc(F)c1)c1ccc2c(c1)CCCC2,-3,-1,0,-0.5,-1.6,0.0,-0.6,-1,2.0,-0.1,2.0
CCOc1ccccc1NC(=O)CCS(=O)(=O)c1cccc2nonc12,0,2,8,1.3,-0.1,-0.1,-1.3,-2,0.6,0.8,-0.5
CC(=O)c1cccc(NC(=O)C(=O)c2cn(CC(=O)N3CCCCC3)c3ccccc23)c1,-1,0,0,-0.7,0.1,-0.1,-1.8,-2,-1.3,-0.8,-0.7
CC(OC(=O)Cn1cc(C(F)(F)F)ccc1=O)C(=O)N(C)c1ccccc1 (configuration not stated),2,5,3,3.0,-2.0,-1.9,-0.5,3,-2.0,0.4,-1.7
COc1ccccc1NS(=O)(=O)c1ccc(NC(=O)c2nc3nc(C)cc(C(F)F)n3n2)cc1,4,-1,6,0.0,-0.7,-1.3,-1.8,-4,-0.1,-0.4,-2.8
Cc1ccc(NC(=O)CSc2nnc(-c3n[nH]c4ccccc34)n2-c2ccccc2)c(C)c1,-5,-6,19,-1.6,-1.7,-2.8,-1.1,9.3*,0.2,-2.6,-2.9
O=[N+]([O-])c1ccccc1OCCCCN1CCCCC1,-1,-3,4,2.0,-0.9,-1.3,-0.8,2,1.1,0.9,0.3
COc1ccc(Nc2nnc(-c3ccc(O)cc3)c3ccccc23)cc1C(N)=O,-8,-3,-8,2.1,-0.8,-1.3,-1.3,-1,0.5,-1.0,-3.0
Cc1cc(NC(=O)COc2ccc3oc4ccccc4c3c2)no1,-4,1,1,-0.1,23*,-1.7,-1.1,-3,-1.2,0.3,-0.1
O=C(NC(Cc1ccc(O)cc1)C(=O)O)/C(=C/c1ccccc1)NC(=O)c1ccccc1 (configuration not stated),1,-4,-20,-0.4,-0.3,-0.6,-1.2,-3,-0.8,2.5,-3.6
O=C(Nc1ncnc2c1ncn2C1OC(COC(=O)c2ccccc2)C(F)C1O)c1ccccc1 (configuration not stated),3,2,2,-1.1,-0.9,-1.8,-1.5,-1,-0.1,-0.2,-2.0
O=C(Nc1nncs1)c1cc2c(s1)CCC2,-1,1,-2,1.4,-0.5,1.8,-0.9,-1,-0.3,3.1,12*
COC(=O)/C=C1\SC(=NC(=O)c2ccc(-c3ccccc3)cc2)NC1=O,-7,-1,-10,0.2,0.3,0.6,-0.8,-2,3.4,-0.3,3.4
CCCn1c2ccccc2c2cnn(CC(=O)NCCCOC)c(=O)c21,-8,-3,-77,-0.2,-1.1,-2.3,-1.3,-31,-1.2,0.7,-1.9
COc1cc(OC)c(C(=O)NNC(=O)c2ccc(NS(=O)(=O)c3cccs3)cc2)cc1OC,-2,-1,-3,0.9,0.7,-0.7,-0.3,0,1.8,4.5*,2.1
CCc1cc(C(=O)c2ccc(OC)cc2)c(NC(=O)CN2CCCCC2)s1,-5,-2,-3,3.0,-1.1,-0.1,-1.4,-3,0.2,0.0,-0.7
CC(=C1N=C(c2ccccc2)OC1=O)c1cccs1,-1,1,2,.,-1.3,-0.9,-1.3,1,.,0.7,-1.9
O=C1/C(=C/c2ccccc2)CSc2sccc21,-1,2,1,0.5,-2.2,0.9,-0.6,-4,1.8,1.0,2.9
COc1ccc(C(=O)NCc2nnc(SCC(=O)NO)n2Cc2ccccc2)cc1,3,-3,-1,-1.8,-1.2,0.9,-0.7,-5,-0.6,-0.1,-0.9
Cc1ccn2c(C(=O)NNC(=O)Nc3ccc(Cl)cc3)c(C)nc2c1,4,-2,-14,0.2,-0.8,-1.3,-0.9,0,1.3,1.1,-0.2
COc1ccccc1-n1c(SCC(=O)Nc2ccc3c(c2)OCO3)nc2c(c1=O)SCC2,14,2,11,-0.6,1.1,-3.6,-1.3,0,-0.1,-0.6,-3.9
O=C(Cc1c(F)cccc1Cl)Nc1ccc(S(=O)(=O)NCC2CCCO2)cc1 (configuration not stated),4,-3,-20,-0.4,-1.2,-0.8,-0.8,-2,1.6,-0.4,-1.0
CCOc1ccc(N(CC(=O)N/N=C/c2cc([N+](=O)[O-])ccc2Cl)S(C)(=O)=O)cc1,-1,1,-4,0.0,0.3,-1.3,-1.1,-4,-2.1,0.3,-0.7
O=[N+]([O-])/C(=C\Nc1ccccc1)S(=O)(=O)c1ccccc1,4,-2,4,-0.8,0.6,-0.1,-0.6,3,1.2,0.3,-0.1
CCOC(=O)C1C(=O)OC(C)(C)C1C(C)C(=O)c1ccc(OC)cc1 (configuration not stated),-4,-3,-6,-1.1,0.3,-0.8,-0.6,-5,2.0,-0.2,3.7
COc1ccc(C(=O)Nc2ccccc2N2CCCC2)cc1,0,0,8,-0.4,-2.0,-0.6,-1.4,2,-0.9,-0.4,-0.2
Oc1ccccc1CN(Cc1ccco1)CC(O)COCc1ccc(Cl)cc1 (configuration not stated),-5,-3,23*,-0.3,-1.0,-0.7,-1.2,9,3.7,-1.1,-1.9
COc1ccc(CNc2nc(Cl)c(C#N)s2)cc1,-9,1,0,0.3,0.2,3.1,-1.0,-1,3.3,0.1,5.9
CC(CNC(=O)c1ccccc1[N+](=O)[O-])NC(=O)c1ccccc1[N+](=O)[O-] (configuration not stated),1,-3,3,0.4,1.2,-0.7,0.0,-3,1.0,0.5,2.2
COc1cccc(Nc2ccc(C(=O)O)cc2[N+](=O)[O-])c1,1,-1,5,1.5,-1.0,0.4,-1.3,-1,0.7,-0.4,-2.5
CCOC(=O)N1CCN(S(=O)(=O)CCNC(=O)c2ccccc2)CC1,-2,-3,3,0.4,-0.3,-0.3,-0.9,-2,2.2,2.5,1.0
COc1ccc(OC)c(NC(=O)c2cccc(C)c2[N+](=O)[O-])c1,0,-4,5,1.2,0.5,-3.4,-0.8,2,-0.6,-1.2,-1.2
CC(/C=N/NC(=O)c1cc(-c2ccc3ccccc3c2)n[nH]1)=C\c1ccco1,-2,6,0,0.4,-2.5,1.6,0.1,3,1.9,2.4,21*
CCN(CC)S(=O)(=O)c1cccc(-c2nnc(SCCCC(=O)c3ccccc3)o2)c1,-1,0,-1,-2.0,0.9,-2.5,-2.2,0,0.2,-1.2,-3.1
CC(=O)c1cccc(-c2ccnc3c2CC(C(=O)NCc2ccncc2)O3)c1 (configuration not stated),-1,-3,6,.,0.7,-1.5,0.0,4,1.6,0.9,-2.6
